POLI inh = inhibitors of human DNA polymerase iota; Pol iota fluorescent replication assay, 10 min; Potency, µM (top dose mostly 115 µM), for the others: top-dose activity, negative = inhibition, usual class: inhibitors; 390,000 tested, 1% active; AID 588590
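Fluorescent replication assay read twice, at 0 min and 10 min after adding 50 nM (final) substrate. Enzyme (10 nM) and compounds were first incubated 15 min at room temperature; enzyme-free buffer wells were negative controls.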
POLK inh = DNA polymerase kappa (human) inhibition | Q9UBT6 | purified Pol kappa, fluorescent DNA synthesis assay, 10 min | Potency, µM (series often up to 107 µM), inactives show top-dose activity, negative = inhibition, actives largely listed as inhibitors | 400,000 tested, 0.53% active | AID 588579; also: % is scaled to controls: 0 for no effect and ±100 for the full control effect
Target sequence (Q9UBT6 whole entry, looked up): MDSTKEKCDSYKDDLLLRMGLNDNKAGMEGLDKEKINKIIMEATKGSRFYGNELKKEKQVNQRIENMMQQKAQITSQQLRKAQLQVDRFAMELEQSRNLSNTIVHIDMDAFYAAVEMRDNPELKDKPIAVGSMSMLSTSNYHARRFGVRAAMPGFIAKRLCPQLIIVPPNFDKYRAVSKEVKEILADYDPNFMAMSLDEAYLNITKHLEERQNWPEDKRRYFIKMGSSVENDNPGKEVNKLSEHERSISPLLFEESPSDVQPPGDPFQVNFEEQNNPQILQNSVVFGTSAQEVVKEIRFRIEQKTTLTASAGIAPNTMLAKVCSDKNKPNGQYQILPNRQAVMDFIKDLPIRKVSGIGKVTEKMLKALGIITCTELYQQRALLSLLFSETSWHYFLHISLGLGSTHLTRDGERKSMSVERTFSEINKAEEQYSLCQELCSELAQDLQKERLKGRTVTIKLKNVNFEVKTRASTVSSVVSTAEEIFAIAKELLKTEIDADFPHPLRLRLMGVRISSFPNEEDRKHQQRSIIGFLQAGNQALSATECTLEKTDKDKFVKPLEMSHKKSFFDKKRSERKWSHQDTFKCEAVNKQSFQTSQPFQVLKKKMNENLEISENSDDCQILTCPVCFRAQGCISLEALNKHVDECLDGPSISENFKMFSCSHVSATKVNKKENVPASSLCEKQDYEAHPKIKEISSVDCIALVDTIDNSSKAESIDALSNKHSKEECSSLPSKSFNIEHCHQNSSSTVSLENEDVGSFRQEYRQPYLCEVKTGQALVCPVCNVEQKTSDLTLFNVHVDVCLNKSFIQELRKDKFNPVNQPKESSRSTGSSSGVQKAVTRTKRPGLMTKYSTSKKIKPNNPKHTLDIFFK
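Fluorescent qHTS in 1536-well format: enzyme (10 nM) and compound sat 15 min at room temperature before 50 nM substrate (final) was added. Signal taken at 0 and 10 min; no-enzyme buffer wells were negative controls.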
Numbers without * were called inactive; ? = inconclusive; [ ] = remark or other dose. Calls follow the shape of the dose curve; as a rule, active = well fitted inhibition curve with a large enough effect; inconclusive = small, poorly fitted or top-dose-only effect, or another doubt; inactive = no such curve, though single readings can be large or run the other way. Potency is read from the fitted curve at half-maximal effect.

SMILES	POLI inh	POLK inh
CC(=O)N(c1ccc2ccccc2c1)C1SC(=O)N(c2cccc(C)c2)C1=O (stereo unspecified)	18%	-1%
CCCCCCCCCCCCCCCC[n+]1ccc(C)c2ccccc21	-2%	-20%
CCNc1nc(C#N)nc(N2CCOCC2)n1	-5%	-5%
CCOc1cccc(C2C=C(c3ccc4c(c3)OCO4)NC(c3ccccc3Cl)N2)c1O (stereo unspecified)	-17%	-9%
C(=C1c2ccccc2Oc2ccccc21)c1ccccc1	-4%	-23%
CN(C)c1ccc(C=Nc2ccc(/C=C/c3ccnc4ccccc34)cc2)cc1	-11%	-11%
O=S1(=O)CCOCCCN1Cc1ccc(F)cc1	10%	-1%
CCCCN(CCC#N)c1ccc(/C=C/c2ccnc3ccccc23)cc1	-21%	-2%
CN(C)c1ccc(/C=N\Nc2ccc([N+](=O)[O-])cc2[N+](=O)[O-])cc1Br	15%	2%
CC[N+]1(CC(=O)c2ccc(OC)cc2)CCCCC1	34%[activator]	1%
O=C(C[N+]1(CC(O)c2ccccc2)CCOCC1)c1ccccc1 (stereo unspecified)	6%	-8%
CC(=O)NC(Cc1c(F)c(F)c(F)c(F)c1F)C(=O)NCC(N)C(=O)c1ccccc1 (stereo unspecified)	-7%	5%
Nc1cc(N)[nH]c(=S)n1	?	-7%
CN1CCN(c2nc3c(=O)[nH]c(N)nc3n2C2OC(CO)C(O)C2O)CC1 (stereo unspecified)	15%	-8%
O=c1[nH]c(=S)[nH]c2n[nH]nc12	-6%	-14%
COc1ccc(Cn2c(=O)[nH]c3cc(C(=O)N4CCN(C(=O)c5ccco5)CC4)ccc3c2=O)cc1	36%[activator]	-2%
COc1ccc(CN2CC[C@H]3C=CC[C@@H](C(=O)Nc4nccs4)[C@H]3C2=O)cc1OC	8%	-22%
CCN(CC)c1ccc(/C=C/c2ccc3ccccc3n2)cc1	?	40µM*
CN(C)c1cccc2ccccc12	15%	5%
S=c1[nH]nc(-c2ccccc2)n1-c1ccccc1	-3%	-4%
Cc1ccnc2c(Cl)ccc(Cl)c12	5%	10%
CCOc1ccc(/C=C/c2cc[n+](C)c3ccccc23)cc1OCC	27%	-29%
CCOc1cccc(C2C=C(c3ccc4c(c3)OCO4)NC(c3ccc(Cl)cc3)N2)c1O (stereo unspecified)	-29%	-9%
CC(C)(C)[C@H]1CCC(=O)N(CCSc2ccc(Br)cc2)CC1	?	-17%
COc1ccc(-c2nc3ccccn3c2Nc2ccccc2C)cc1	10%	-7%
SMILES	POLI inh	POLK inh
CCN(CC)c1ccc(/C=C2\C=Cc3ccccc32)cc1	18%	-7%
COc1ccc(CCn2c(=S)[nH]c(=O)c3[nH]cnc32)cc1OC	21%	-12%
CO[C@H]1O[C@@H]2O[C@@]3(C)CC[C@@H]4[C@@H](C)CC[C@@H]([C@H]1C)[C@@]24OO3	3%	3%
CCOc1ccc(NC(=O)c2nc(S(=O)(=O)Cc3ccccc3C)ncc2Cl)cc1	?	-21%
O=C(c1ccc2c(c1)OCCO2)N1CCN(c2nc(-c3cccs3)nc3ccccc23)CC1	-11%	-9%
OCC(O)C(O)C(O)C(O)C=Nc1ccc(/C=C/c2ccnc3ccccc23)cc1 (stereo unspecified)	?	-1%
CCc1ccc2oc(-c3ccc(C)c(NC(=O)COc4ccc(Cl)cc4)c3)nc2c1	-4%	-12%
Cc1cc(Oc2ccc(Cl)cc2Cl)nc(C#N)n1	-8%	-10%
COc1cc(OC)c(OC)cc1/C=C/c1cc[n+](C)c2ccccc12	71µM*	89µM*
CCNc1ccc(/C=C2\C=Cc3ccccc32)cc1	69%[activator]	-8%
C(=Nc1cccnc1)c1ccnc2ccccc12	27%	-14%
Clc1ccccc1-c1nn2c(-c3cc(-c4ccccc4)n[nH]3)nnc2s1	?	-6%
O=c1c2ccccc2sn1-c1ccc(S(=O)(=O)N2CCOCC2)cc1	17%	10%
C=C1C=C(C(F)F)n2ncc(C(=O)NCc3ccccc3)c2N1	19%	13%
Cc1ccc(NC(=O)c2cc3c([nH]c2=O)CC(C)(C)CC3=O)cc1	?	-13%
CC(C)(C)OC(=O)NS(=O)(=O)NOCc1ccccc1	7%	14%
Cc1ccc(-c2nnc(SC(C)C(=O)NCc3ccco3)n2C)cc1 (stereo unspecified)	-7%	0%
CCCCn1cnc2c(=O)[nH]c(N)nc21	-2%	-12%
CN(Cc1ccccc1)c1ccc(/C=C/c2ccnc3ccccc23)cc1	1%	-16%
SCc1nc2ccccc2[nH]1	-5%	-12%
CCOc1ccccc1NC(=O)c1nc(S(=O)(=O)Cc2ccccc2F)ncc1Cl	14%	10%
Cc1ccc(-c2nnc3ccc(SCC(=O)OCc4ccccc4)nn23)cc1	-18%	-8%
C(=C\c1ccnc2ccccc12)/c1ccc2c(c1)OCO2	13%	4%
COc1ccc(C(=O)N(Cc2ccccc2)Cc2ccc(OC)c(COc3ccc(NC(C)=O)cc3)c2)cc1	?	-7%
Cc1ccnc2cc(Cl)c(Cl)cc12	8%	-11%

Sorted by count of non-hydrogen atoms (ascending): 17 of the compounds above.
SMILES	POLI inh	POLK inh
Nc1cc(N)[nH]c(=S)n1	?	-7%
O=c1[nH]c(=S)[nH]c2n[nH]nc12	-6%	-14%
Cc1ccnc2c(Cl)ccc(Cl)c12	5%	10%
Cc1cc(Oc2ccc(Cl)cc2Cl)nc(C#N)n1	-8%	-10%
CC[N+]1(CC(=O)c2ccc(OC)cc2)CCCCC1	34%[activator]	1%
C(=C\c1ccnc2ccccc12)/c1ccc2c(c1)OCO2	13%	4%
CC(C)(C)[C@H]1CCC(=O)N(CCSc2ccc(Br)cc2)CC1	?	-17%
C=C1C=C(C(F)F)n2ncc(C(=O)NCc3ccccc3)c2N1	19%	13%
Cc1ccc(NC(=O)c2cc3c([nH]c2=O)CC(C)(C)CC3=O)cc1	?	-13%
O=c1c2ccccc2sn1-c1ccc(S(=O)(=O)N2CCOCC2)cc1	17%	10%
CCCCN(CCC#N)c1ccc(/C=C/c2ccnc3ccccc23)cc1	-21%	-2%
Cc1ccc(-c2nnc3ccc(SCC(=O)OCc4ccccc4)nn23)cc1	-18%	-8%
CCc1ccc2oc(-c3ccc(C)c(NC(=O)COc4ccc(Cl)cc4)c3)nc2c1	-4%	-12%
CC(=O)NC(Cc1c(F)c(F)c(F)c(F)c1F)C(=O)NCC(N)C(=O)c1ccccc1 (stereo unspecified)	-7%	5%
CCOc1cccc(C2C=C(c3ccc4c(c3)OCO4)NC(c3ccccc3Cl)N2)c1O (stereo unspecified)	-17%	-9%
COc1ccc(Cn2c(=O)[nH]c3cc(C(=O)N4CCN(C(=O)c5ccco5)CC4)ccc3c2=O)cc1	36%[activator]	-2%
COc1ccc(C(=O)N(Cc2ccccc2)Cc2ccc(OC)c(COc3ccc(NC(C)=O)cc3)c2)cc1	?	-7%

Later entries
SMILES	POLI inh	POLK inh
COc1cc(/C=C/c2ccnc3ccccc23)cc(OC)c1OC	22%	1%
CN(C)c1ccc(/C=C2\C=Cc3cc([N+](=O)[O-])ccc32)cc1	-6%	-21%
COc1ccc2[nH]c(C)cc2c1	29%	14%
CCC[C@H]1COCCS(=O)(=O)N1Cc1ccc(F)cc1	0%	-16%
Cc1ccc2oc(-c3cccc(NC(=O)COc4ccc(Cl)cc4C)c3C)nc2c1	16%	10%
CC(=O)Nc1c(O)cc(Br)c2nonc12	51%[activator]	-14%
Cc1ccc2ccccc2[n+]1[O-]	-15%	-1%
CS(=O)(=O)N1CCN(/[N+]([O-])=N/Oc2ccc([N+](=O)[O-])cc2[N+](=O)[O-])CC1	?	11%
COc1cc(OC)c(OC)cc1/C=c1\[nH]c(=O)/c(=C/c2cc(OC)c(OC)cc2OC)[nH]c1=O	11%	12%
NS(=O)(=O)c1ccc(S(=O)(=O)N2CCN(c3nc(-c4cccs4)nc4ccccc34)CC2)cc1	13%	3%
CC(=O)Nc1ccc(-c2nnc(SCc3ccccc3)n2C)cc1	61%[activator]	-6%
O=C(Nc1ccc(Cl)cc1Cl)[C@@H]1CC=C[C@@H]2CCN(C3CCCCC3)C(=O)[C@@H]21	4%	2%
Oc1ccc(Cl)cc1C1C=C(c2ccc3c(c2)OCO3)NC(c2ccc(F)c(Br)c2)N1 (stereo unspecified)	?	7%
COc1cc2nc(N3CCN(C)CC3)nc(NC3CC3)c2cc1OC	20%	-3%
COCCCCOc1cc2nc(N3CCCN(C)CC3)nc(NC3CCN(C)CC3)c2cc1OC	24%	-3%
CNCCCOc1cc2nc(N3CCCN(C)CC3)nc(NC3CCN(C)CC3)c2cc1OC	?	?
COc1nc(C#N)nc(N2CCCCC2)n1	2%	-8%
Cc1cc(Br)ccc1NC(=O)COC(=O)c1ccccc1OCC(=O)N(C)C	31%[activator]	9%
Nc1nc(N)c2c(Oc3ccc(F)cc3)cccc2n1	?	-12%
CCOC(=O)/C=C/c1ccc2c(c1)S(=O)(=O)N(C1CCCC1)[C@H]2CC(=O)OCC	0%	-7%
CC(=O)Nc1ccc(/C=C/c2nc3ccccc3s2)cc1	?	4%
Cc1ccc(-c2[nH]ncc2CNC(C)c2ccccc2)cc1 (stereo unspecified)	15%	14%
SCc1nc2ccc(Cl)cc2[nH]1	37%[activator]	4%
CCCCCCCCCCCCCCCCCCN(CCCCCCCCCCCCCCCCCC)c1ccc(/C=C/c2ccnc3ccccc23)cc1	25%	13%
COc1cc2cncnc2cc1OCCCCC(N)=O	-23%	-4%
SMILES	POLI inh	POLK inh
CN(C)C1=C2C=CC=CC2/C(=C2/C=Cc3ccccc32)C=C1 (stereo unspecified)	49%[activator]	8%
Cc1ccc(S(=O)(=O)N2CCN(c3nc(-c4ncco4)nc4ccccc34)CC2)cc1	-15%	-19%
c1ccc(CNc2ncnc3c2ncn3Cc2ccccc2)cc1	?	-25%
COc1ccccc1/C=C/c1nc2ccccc2o1	9%	-6%
COc1cccc(/C=C/c2cnc3ccccc3n2)c1OC	21%	3%
COc1cc2nc(N(C)C)nc(NC3CCN(C)CC3)c2cc1OC	25µM*	?
CN(C)c1ccc(/C=C\C=C/c2ccnc3ccccc23)cc1	-22%	?
O=C1c2ccccc2C(=O)N1c1ccc(S(=O)(=O)N2CCOCC2)c2ccccc12	-4%	-13%
CC(C)CCn1c(SC(C)C#N)nc2ccccc2c1=O (stereo unspecified)	-12%	-15%
CCCCCCCOc1ccc(CC(=O)NO)cc1	15%	3%
COc1ccc(C)cc1NC(C)C(=O)c1c[nH]c2ccccc12 (stereo unspecified)	-5%	-9%
CN(C)c1ccc(/C=C/c2ccnc3ccccc23)cc1	26%	-8%
Nc1ccc(/C=C/c2ccnc3ccccc23)c(N)c1	46%[activator]	9%
NC(=O)Nc1ccc(/C=C/c2ccnc3ccccc23)cc1	24%	4%
CN(C)c1ccc(/C=C/c2cc(Cl)nc3ccccc23)cc1	49%[activator]	19%
O=C(c1cnn2c1NC(=C1CC1)C=C2C(F)F)N1CCc2ccccc21	23%	8%
Cc1ccccc1NC(=O)COC(=O)c1ccccc1OCC(=O)Nc1ccc(Br)cc1	6%	-8%
C/C=C/NNC(=O)Cc1ccc(OC)cc1	12%	8%
ClC(=Nc1cccc2ccccc12)N(c1ccccc1)c1ccccc1	7%	-11%
CNCc1nc(-c2ccc[nH]2)c2cc(Cl)ccc2n1	19%	6%
CC(C)CC(=O)N1C/C=C\C[C@@H](c2ccc(Cl)cc2)N(Cc2ccc(Cl)cc2)C(=O)[C@@H]1Cc1ccccc1	17%	8%
Cc1ccc2c(C(=O)CNc3nc(C)c(C)s3)c(C)[nH]c2c1	1%	-14%
COC(=O)[C@@H]1CCCN1S(=O)(=O)Cc1ccccc1	5%	12%
CC[N+](CC)(CC)c1ccc(/C=C/c2ccnc3ccccc23)cc1	?	45µM*
COc1cccc2ccc(/C=C/c3ccc4c(c3)OCO4)nc12	11%	0%
SMILES	POLI inh	POLK inh
CC1(C)OC(=O)C2(Cc3cc(C(F)(F)F)ccc3N3CCCCC32)C(=O)O1 (stereo unspecified)	37%[activator]	-8%
CS(=O)(=O)c1ccc(C(=O)OCC(=O)NCC2CCCO2)cc1[N+](=O)[O-] (stereo unspecified)	-10%	-13%
O=C(O)c1cccs1	10%	3%
COc1ccccc1C1NC(c2ccc3c(c2)OCO3)=CC(c2ccccc2O)N1 (stereo unspecified)	?	1%
O=C(Nc1ccccc1-c1cn2c(CN3CCNCC3)csc2n1)c1cnc2ccccc2n1	-29%	-23%
Cc1ccc2ncc(C)c(/C=C/c3ccc(N(C)C)cc3)c2c1	8%	8%
O=C(Nc1cccc2cccnc12)c1ccccc1	29%	8%
Cc1cc2c(cc1C)N[C@]1(C[C@H]3CCCC(=O)N4CC[C@@H](C1)[C@@H]34)C(=Nc1ccccc1C)N2	-15%	14%
O=Cc1ccc(CS)cc1	5%	-9%
COc1ccc(/C=C/c2ccnc3ccccc23)c(OC)c1	7%	-17%
COc1cc(OC)c(OC)cc1/C=C/c1nc2ccccc2o1	27%	-7%
CNc1ccc(/C=C2\C=Cc3ccccc32)cc1Cl	-6%	-14%
NCCCNc1ccc(Br)cn1	-25%	-3%
Cc1[nH]c2ccccc2c1C(c1c(C)[nH]c2ccccc12)c1c(C)[nH]c2ccccc12	24%	-10%
CCN1C(=NCc2cccc(C(F)(F)F)c2)N[C@@H](c2cccc(C(F)(F)F)c2)C(C(=O)OC)=C1C	28%	3%
Cc1ccnc2c(Cl)c(Cl)ccc12	19%	-2%
COc1cc(OC)c(/C=C/c2nccc3ccccc23)c(OC)c1	?	?
Cc1ccc(CNC(=O)COC(=O)c2ccccc2OCC(=O)Nc2ccc(Br)cc2)cc1	5%	8%
O=C(CC(NC(=O)c1ccccc1)c1ccccc1)OCc1nc(-c2cccc(Cl)c2)no1 (stereo unspecified)	-21%	-15%
Nc1nc(=S)[nH]c2n[nH]nc12	40µM*	0%

Source: PubChem (National Center for Advancing Translational Sciences (NCATS))

Only part of the results is shown; count on the stated rates, not on these rows.
